phage Ecoli inh: growth loss of phage-infected E. coli, primary screen, RecBCD inhibitor project, absorbance, with phage, HTS | inhibition, % at 11.9 µM | hit rate 0.26% among 360,000 | AID 651602, 2012; in the data active means inhibition above about 11%
AddAB inh: growth inhibition of E. coli expressing H. pylori AddAB, primary screen, AddAB inhibitor project, absorbance; inhibition, % at 11.9 µM; hit rate 0.29% among 330,000; AID 435030, 2010; in the data active means inhibition above about 12%;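 further: 0% = vehicle wells of infected cells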
PfHsp90 yeast 2: growth inhibition of PfHsp90-expressing yeast, primary screen, antimalarial PfHsp90 inhibitor project, S. cerevisiae, BacTiter-Glo luminescence, single point, set 2; inhibition, % at 9.4 µM; hit rate 0.32% among 310,000; AID 504621, 2011; BacTiter-Glo ATP, 48 h; yeast lacking PDR1 and PDR3 efflux regulators;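 active means every replicate shows inhibition above about 80%, whatever the replicate mean, limit read from the data; inconclusive means mean inhibition reaches the set limit but some replicate falls short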;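 further: 0% = DMSO neutral controls and 100% = 20 µM radicicol positive controls; yeast relying on Plasmodium falciparum Hsp90 in place of its own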
E coli growth: E. coli V3065 growth inhibition, primary screen, counter-screen for AddAB inhibitor project, absorbance, OD600; inhibition, % at 11.9 µM; 18 h; hit rate 0.27% among 330,000;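 active means inhibition above the campaign's mean inhibition across all tested compounds plus 3 SD, cut at about 9.9% in these data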;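 further: uninfected addAB+ strain grown without phage in ampicillin broth; 0% = DMSO wells and 100% = ciprofloxacin 0.95 µg/ml wells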
Wnt bcat act: Wnt/beta-catenin pathway activators, primary screen, cell-based, plate reader, single point; AID 743398, 2014; hit rate 1.2% among 300,000; Wnt/beta-catenin reporter cell assay, activator; activation, % at 9.35 µM; in the data active means activation above about 30%, passing the limit was not always enough; inconclusive means no clear call, values can overlap the other calls;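 further: 0% = neutral control wells and 100% = positive control wells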
CAL PDZ inh: CAL PDZ peptide-binding inhibitors, primary screen, biochemical, fluorescence polarization, Cer-tagged CAL PDZ, HTS. Golgi-associated PDZ and coiled-coil motif-containing protein (Homo sapiens), Q9HD26. purified CAL PDZ, TMR-peptide fluorescence polarization, 1 h. inhibition, % at 20 µM. hit rate 0.02% among 330,000. AID 504414, 2011;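 active means highest replicate inhibition of at least 40%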;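 further: plate controls were DMSO neutral control wells for no effect and unlabeled competitor peptide control wells for full effect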
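Control set: unlabelled peptide and DMSO controls / Material: purified CerCALP PDZ construct / Timing: 1 h incubation at room temperature before polarization reading / Doses: 20 µM, one dose / Detection: fluorescence polarization (mP)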
Rtt109 Vps75: inhibitors of C. albicans Rtt109/Vps75 HAT, primary screen, biochemical, ThioGlo CoA-SH fluorescence, plate reader | AID 540336, 2011 | purified Rtt109/Vps75, 4 h | hit rate 0.16% among 330,000 | Histone acetyltransferase RTT109 (Candida albicans (strain SC5314 / ATCC MYA-2876)), … | inhibition, % at 34.9 µM;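 active means inhibition of at least 50% in every replicate; inconclusive means best replicate reaches 50% inhibition but some replicates fall short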
Target sequence (Q5AAJ8 whole entry, looked up): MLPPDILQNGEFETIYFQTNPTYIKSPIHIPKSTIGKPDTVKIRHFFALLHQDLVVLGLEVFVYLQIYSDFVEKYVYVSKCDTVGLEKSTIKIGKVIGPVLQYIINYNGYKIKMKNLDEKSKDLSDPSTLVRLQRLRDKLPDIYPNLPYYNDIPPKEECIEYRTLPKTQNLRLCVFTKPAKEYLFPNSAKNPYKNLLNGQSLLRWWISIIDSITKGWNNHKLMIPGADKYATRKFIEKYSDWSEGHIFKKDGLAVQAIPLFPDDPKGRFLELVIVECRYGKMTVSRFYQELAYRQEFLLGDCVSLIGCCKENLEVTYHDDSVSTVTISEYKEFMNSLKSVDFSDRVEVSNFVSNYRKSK
DAGLB inh: DAGLB lipase inhibitors, primary screen, biochemical, fluorescence, HTS | Diacylglycerol lipase-beta (Homo sapiens), Q8NCG7 | AID 504411, 2011 | inhibition, % at 5.17 µM | hit rate 0.059% among 340,000 | HEK293T DAGLB membrane lysate, EnzChek fluorogenic substrate; in the data active means inhibition above about 34%;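 further: 0% = enzyme with vehicle and 100% = wells lacking enzyme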
Target sequence (Q8NCG7 whole entry, looked up): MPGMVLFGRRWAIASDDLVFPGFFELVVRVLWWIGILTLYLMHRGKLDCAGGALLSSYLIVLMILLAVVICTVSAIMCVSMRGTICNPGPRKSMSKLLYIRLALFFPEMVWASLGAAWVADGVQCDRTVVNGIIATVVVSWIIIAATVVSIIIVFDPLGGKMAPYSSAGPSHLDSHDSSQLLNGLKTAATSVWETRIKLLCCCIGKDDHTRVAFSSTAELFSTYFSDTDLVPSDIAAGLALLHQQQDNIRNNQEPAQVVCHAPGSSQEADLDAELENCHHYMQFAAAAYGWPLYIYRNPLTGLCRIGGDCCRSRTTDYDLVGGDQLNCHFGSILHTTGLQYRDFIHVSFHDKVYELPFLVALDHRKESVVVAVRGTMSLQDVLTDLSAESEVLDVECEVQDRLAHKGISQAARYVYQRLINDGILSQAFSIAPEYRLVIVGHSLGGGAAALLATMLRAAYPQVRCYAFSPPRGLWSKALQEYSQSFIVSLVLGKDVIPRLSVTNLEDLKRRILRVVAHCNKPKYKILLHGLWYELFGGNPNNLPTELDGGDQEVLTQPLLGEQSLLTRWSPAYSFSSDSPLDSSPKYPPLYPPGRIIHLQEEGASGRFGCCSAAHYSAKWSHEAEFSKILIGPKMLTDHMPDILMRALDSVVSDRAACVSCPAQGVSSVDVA
Tat transport: E. coli Tat export inhibitors, primary screen, MC4100, TorA-mCherry reporter, fluorescence, single point; inhibition, % at 10 µM; hit rate 0.036% among 340,000; AID 488895, 2010;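 active means mean replicate inhibition at least 50% and at least half of replicates individually reaching 50%; inconclusive means only one of the two criteria met; inactive means neither criterion met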;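 further: exported cargo escapes ClpAP degradation while cytoplasmic cargo is degraded and loses fluorescence; 0% = median of neutral control wells and 100% = median of NaSCN control wells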
PvdQ acylase: P. aeruginosa PvdQ acylase inhibitors, primary screen, biochemical, fluorescence, plate reader and imaging, single point; hit rate 0.063% among 340,000; purified PvdQ acylase; inhibition, % at 10 µM; PvdQ acylase [Pseudomonas aeruginosa LESB58]; in the data active means inhibition above about 30%, passing the limit was not always enough; inconclusive means no clear call, values can overlap the other calls;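 further: 0% = vehicle neutral wells and 100% = reference inhibitor wells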
An asterisk follows results filed as active.

`COc1ccc(CCC(=O)Nc2cccc(S(=O)(=O)N3CCCCCC3)c2)cc1` gave phage Ecoli inh -1.9, Wnt bcat act 1, CAL PDZ inh -2.2, Rtt109 Vps75 14, DAGLB inh -3, Tat transport 3 and PvdQ acylase 16.
`CCOc1cccc(-c2nnc3sc(COc4ccc(OC)cc4)nn23)c1` gave phage Ecoli inh 0.8, AddAB inh 0.5, PfHsp90 yeast 2 -16, E coli growth -3.5, CAL PDZ inh -5.3, Rtt109 Vps75 6, DAGLB inh -6, Tat transport 10 and PvdQ acylase -15.
`CCCCN(C)C(=S)Nc1ccsc1C(=O)OC` gave phage Ecoli inh 3.6, AddAB inh 0.8, PfHsp90 yeast 2 -6, E coli growth 3.6, Wnt bcat act 2, CAL PDZ inh -3.1, Rtt109 Vps75 -14, DAGLB inh -3, Tat transport -8 and PvdQ acylase -6.
Screening Cc1ccc(C2(c3ccccc3)NC(=O)N(CC(=O)NC3CCCCC3)C2=O)cc1C (stereo not drawn) returned phage Ecoli inh 1.8, PfHsp90 yeast 2 36, Wnt bcat act 5, CAL PDZ inh -1.2, Rtt109 Vps75 7, DAGLB inh -1, Tat transport 5 and PvdQ acylase -14.
CCOC(=O)CSCC(NC(=O)OC(C)(C)C)C(=O)OCC (stereo not drawn) was read as phage Ecoli inh 0.8, AddAB inh 2.8, PfHsp90 yeast 2 9, E coli growth -0.8, Wnt bcat act -2, CAL PDZ inh -0.2, Rtt109 Vps75 3, DAGLB inh -1, Tat transport -1 and PvdQ acylase -15.
Cc1cc2nc(C)c(=O)n(C)c2cc1C was read as phage Ecoli inh 2.0, AddAB inh 1.6, PfHsp90 yeast 2 9, E coli growth 0.1, Wnt bcat act -4, CAL PDZ inh -0.2, Rtt109 Vps75 5, DAGLB inh -1, Tat transport 4 and PvdQ acylase -17.
Screening CCN1CCc2c(OCC(=O)N3CCc4ccccc43)cccc2C1=O returned phage Ecoli inh 2.4, AddAB inh 5.3, E coli growth 1.8 and Wnt bcat act -1.
For Cn1cnc2ncnc(Oc3ccc(Br)cc3)c21 the results were phage Ecoli inh 0.9, PfHsp90 yeast 2 0, Wnt bcat act -4, CAL PDZ inh -1.0, Rtt109 Vps75 3, DAGLB inh -1, Tat transport -10 and PvdQ acylase -12.
COc1ccc(/C=C2\C(=O)NC(=O)c3ccccc32)cc1OC was read as phage Ecoli inh 3.2, PfHsp90 yeast 2 -32, Wnt bcat act 1, CAL PDZ inh -0.6, Rtt109 Vps75 0, DAGLB inh -8, Tat transport -4 and PvdQ acylase -4.
COc1cccc2sc(Nc3nc(C)c(C(C)=O)s3)nc12 was read as phage Ecoli inh 0.9, AddAB inh -0.2, PfHsp90 yeast 2 47, E coli growth -4.7, Wnt bcat act 8, CAL PDZ inh -0.5, Rtt109 Vps75 4, DAGLB inh 2, Tat transport 3 and PvdQ acylase -18.
Screening O=C(CCN1CCCCC1)c1cccc(Cl)c1 returned phage Ecoli inh 1.6, PfHsp90 yeast 2 -35, Wnt bcat act -3, CAL PDZ inh -0.1, Rtt109 Vps75 7, DAGLB inh -1, Tat transport -3 and PvdQ acylase -9.
CC1(C)CC(=O)C2=C(C1)NC(Nc1nc3ccccc3o1)=NC21CCCCC1 was read as phage Ecoli inh 0.1, AddAB inh 0.8, PfHsp90 yeast 2 -13, E coli growth -1.3, CAL PDZ inh -0.7, Rtt109 Vps75 2, DAGLB inh 0, Tat transport 3 and PvdQ acylase -9.
O=C(CCNS(=O)(=O)c1cccs1)N1CCN(c2ccc(F)cc2)CC1 was read as phage Ecoli inh -1.5, AddAB inh 0.4, PfHsp90 yeast 2 -7, E coli growth 0.8, Wnt bcat act 1, CAL PDZ inh -1.1, Rtt109 Vps75 -3, DAGLB inh 2, Tat transport 0 and PvdQ acylase -6.
For Cc1cccc(N2CCN(c3ccc(N4C(=O)CCCC4=O)cc3[N+](=O)[O-])CC2C)c1 (stereo not drawn) the results were phage Ecoli inh 3.5, AddAB inh 0.7, PfHsp90 yeast 2 34, E coli growth -3.6, CAL PDZ inh 0.1, Rtt109 Vps75 6, DAGLB inh 11, Tat transport 8 and PvdQ acylase -1.
`CCCCCCCCS(=O)CCC(=O)O` (stereo not drawn) gave phage Ecoli inh 0.5, AddAB inh -2.1, PfHsp90 yeast 2 21, E coli growth -1.7, Wnt bcat act 0, CAL PDZ inh -2.3, Rtt109 Vps75 3, DAGLB inh -1, Tat transport 3 and PvdQ acylase -7.
For Cc1ccc(-c2csc(Nc3ccc(S(N)(=O)=O)cc3)n2)o1 the results were phage Ecoli inh 3.5, AddAB inh -12, PfHsp90 yeast 2 -12, E coli growth -0.6, Wnt bcat act 0, CAL PDZ inh 0.4, Rtt109 Vps75 0, DAGLB inh 1, Tat transport 10 and PvdQ acylase 1.
`FC(F)(F)c1cccc(Cn2nnnc2-c2cccc(C(F)(F)F)c2)c1` gave phage Ecoli inh 0.2, AddAB inh 1.4, PfHsp90 yeast 2 -7, E coli growth 1.5, CAL PDZ inh -2.3, Rtt109 Vps75 14, DAGLB inh -3, Tat transport 15 and PvdQ acylase 0.
For O=C(CCc1c[nH]c2ccccc12)N1CCN(c2ccc(F)cc2)CC1 the results were phage Ecoli inh 4.3, AddAB inh 4.6, PfHsp90 yeast 2 4, E coli growth 1.5, Wnt bcat act 6, CAL PDZ inh -0.6, Rtt109 Vps75 5, DAGLB inh -2, Tat transport -8 and PvdQ acylase -11.
Screening CCc1ccc([C@@H]2CC=C(C(=O)O)[C@H](c3ccc(Br)cc3)N2S(=O)(=O)c2ccc(C)cc2)cc1 returned phage Ecoli inh 3.3, AddAB inh 2.5, PfHsp90 yeast 2 -25, E coli growth -1.1, Wnt bcat act -1, CAL PDZ inh -0.9, Rtt109 Vps75 12, DAGLB inh -1, Tat transport 14 and PvdQ acylase -12.
O=C(COC(=O)Cc1ccsc1)Nc1ccc(F)cc1Cl was read as phage Ecoli inh 2.4, AddAB inh -0.4, PfHsp90 yeast 2 -10, E coli growth -0.3, Wnt bcat act -3, CAL PDZ inh -0.4, Rtt109 Vps75 5, DAGLB inh -4, Tat transport -1 and PvdQ acylase -21.
For Cc1ccnc(NC(=O)Nc2ccc3c(c2)N(C)C(=O)CS3)c1 the results were phage Ecoli inh 2.1, AddAB inh -0.4, PfHsp90 yeast 2 15, E coli growth 0.1, Wnt bcat act 24, CAL PDZ inh -0.9, Rtt109 Vps75 -7, DAGLB inh 2, Tat transport -17 and PvdQ acylase -2.
`COC(=O)c1ccc(C2C(Oc3ccccc3)C(=O)N2CCc2ccc(F)cc2)cc1` (stereo not drawn) gave phage Ecoli inh 3.0, AddAB inh -0.8, E coli growth -0.4, Wnt bcat act 0, CAL PDZ inh -1.4, Rtt109 Vps75 -9, DAGLB inh -3, Tat transport -5 and PvdQ acylase -5.
CCOc1ccc(C2C(C#N)=C(N)Oc3cc(C)[nH]c(=O)c32)cc1OC (stereo not drawn) was read as phage Ecoli inh 1.4, AddAB inh -4.1, PfHsp90 yeast 2 1, E coli growth -1.3, Wnt bcat act 1, CAL PDZ inh -1.4, Rtt109 Vps75 -18, DAGLB inh -2, Tat transport -7 and PvdQ acylase -15.
COc1ccc(NC(=O)CSc2nc3c(c(=O)n(C)c(=O)n3C)n2C)c(OC)c1 was read as phage Ecoli inh 0.6, AddAB inh 0.6, PfHsp90 yeast 2 0, E coli growth 0.3, Wnt bcat act -3, CAL PDZ inh -1.9, Rtt109 Vps75 8, DAGLB inh -2, Tat transport -2 and PvdQ acylase 2.
Screening NC(=O)Cc1nc(-c2ccc(F)cc2)cs1 returned phage Ecoli inh 1.1, AddAB inh -0.6, PfHsp90 yeast 2 -7, E coli growth -0.9, Wnt bcat act 1, CAL PDZ inh -3.4, Rtt109 Vps75 0, DAGLB inh 0, Tat transport 9 and PvdQ acylase -8.
`CN(C(=O)c1cccc(NC(=O)C2CCCN(C(=O)OC(C)(C)C)C2)c1)C1CCCC1` (stereo not drawn) gave phage Ecoli inh 0.1, AddAB inh 0.2, PfHsp90 yeast 2 inconclusive, E coli growth 0.1, Wnt bcat act -2, CAL PDZ inh 0.0, Rtt109 Vps75 7, DAGLB inh -3, Tat transport 0 and PvdQ acylase -5.
`Cc1nn(-c2ccc(Cl)cc2)c(N)c1C(O)(CSc1nccn1C)C(F)(F)F` (stereo not drawn) gave phage Ecoli inh 2.0, AddAB inh 0.1, PfHsp90 yeast 2 -6, E coli growth -3.0, Wnt bcat act 3, CAL PDZ inh -1.1, Rtt109 Vps75 -5, DAGLB inh -9, Tat transport 26 and PvdQ acylase 9.
CCCOc1ccc(CSc2n[nH]c(C)n2)cc1 was read as phage Ecoli inh 2.2, AddAB inh 1.1, PfHsp90 yeast 2 6, E coli growth -0.5, Wnt bcat act 25, CAL PDZ inh 0.6, Rtt109 Vps75 -5, DAGLB inh 0, Tat transport -3 and PvdQ acylase -19.
CC(=O)c1c(C)[nH]c(C(=O)Nc2ccc(C)cc2Br)c1C was read as phage Ecoli inh 0.9, AddAB inh 4.9, PfHsp90 yeast 2 -37, E coli growth 1.1, Wnt bcat act 26, CAL PDZ inh -1.7, Rtt109 Vps75 3, DAGLB inh -3, Tat transport -8 and PvdQ acylase -9.
`CC(C)(C)c1ccc(/C=C(\C#N)C(=O)NC2CC2)cc1` gave phage Ecoli inh 2.3, AddAB inh 0.5, E coli growth 1.6 and Wnt bcat act -2.
For COc1ccccc1CNC(=O)COC(=O)Cc1cccc(F)c1 the results were phage Ecoli inh 6.1, AddAB inh 0.8, PfHsp90 yeast 2 18, E coli growth -2.1, Wnt bcat act -2, CAL PDZ inh 0.3, Rtt109 Vps75 -2, DAGLB inh -2, Tat transport 3 and PvdQ acylase -10.
`COCCN(C(=O)CNC(=O)c1ccco1)C(C(=O)NC1CCCC1)c1ccc(OC)c(OC)c1` (stereo not drawn) gave phage Ecoli inh -0.7, AddAB inh 1.8, PfHsp90 yeast 2 7, E coli growth 0.8, Wnt bcat act -1, CAL PDZ inh 0.3, Rtt109 Vps75 3, DAGLB inh -3, Tat transport 4 and PvdQ acylase -6.
Screening COc1ccc(OC)c(N=C(C)C2=C(O)COC2=O)c1 returned phage Ecoli inh 1.7, AddAB inh 2.6, PfHsp90 yeast 2 -28, E coli growth -0.3, Wnt bcat act -4, CAL PDZ inh -2.2, Rtt109 Vps75 7, DAGLB inh 4, Tat transport -4 and PvdQ acylase -9.
For CCCCCNc1nc(-c2ccccc2)nc(-n2ccnc2)n1 the results were phage Ecoli inh 1.2, AddAB inh 3.7, PfHsp90 yeast 2 2, E coli growth 3.6, Wnt bcat act -2, CAL PDZ inh 0.4, Rtt109 Vps75 4, DAGLB inh 1, Tat transport -3 and PvdQ acylase -14.

Compound activity deposited in PubChem by several laboratories.
